From PubChem BioAssay
TR-FRET SRC-2 ct: counter-screen for PPARgamma SRC-2 recruitment agonists: TR-FRET artefact | 200,000 tested, 0.4% active | TR-FRET ratio at 8 µM | hits give high values | AID 1049; in the data active means TR-FRET ratio above about 2000; further: inactives centre near 1500; reference of the scale not given here
bIAP inh: intestinal alkaline phosphatase (bovine) inhibition. purified bovine IAP, CDP-star luminescence, 30 min. inhibition, % at 20 µM. 190,000 tested, under 10 active;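 active means over 50% inhibition of intestinal alkaline phosphatase at 20 µM in the single-dose screen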
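System: purified bovine intestinal alkaline phosphatase (IAP) enzyme; Input: IAP diluted 1/65,000,000 in the well; Measured by: CDP-star luminescence signal; Compound dosing: 20 µM single dose; Incubation: 30 min reaction at room temperature.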
PPARg SRC-1 ag: agonists of human PPARgamma SRC-1 coactivator recruitment. P37231. PPARgamma-SRC-1 coactivator recruitment biochemical assay. activation, % at 8 µM. 200,000 tested, 0.41% active. AID 631; in the data active means activation above about 19%;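 further: 0% = DMSO and 100% = reference agonist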
PPARg SRC-2 ag: promotes SRC-2 coactivator recruitment by human PPARgamma; P37231; PPARgamma LBD-SRC-2 recruitment, biochemical; activation, % at 8 µM; 200,000 tested, 0.34% active; in the data active means activation above about 22%;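 further: 0% = vehicle and 100% = reference agonist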
HMGR II inh: E. faecalis class II HMG-CoA reductase inhibition; inhibition, % at 10 µM; 190,000 tested, 0.41% active; AID 1066; purified E. faecalis HMGR, NADPH absorbance 340 nm kinetic;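 active means inhibition above a set limit, the median over all tested compounds plus 3 SD, cut at about 9.5% in these data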;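 further: enzyme runs in reverse so mevalonate oxidation gives rising NADPH absorbance; 0% = complete reaction with DMSO and 100% = background rate lacking mevalonate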
PPARg SRC-3 ag: promotes SRC-3 coactivator recruitment by human PPARgamma | P37231 | biochemical PPARgamma/SRC-3 coactivator recruitment assay | activation, % at 8 µM | 200,000 tested, 0.26% active | AID 731; in the data active means activation above about 23%;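 further: 0% = DMSO and 100% = reference agonist; some compounds past the cut are filed as inactive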
DTT redox prof: compounds producing H2O2 with reducing agent – biochemical, NIH compound library profiling, artefact control for MLSCN library redox annotation, primary screen; DTT-dependent redox cycling H2O2, phenol red/HRP absorbance; 100% = 100 µM peroxide control, 0% = buffer; activation, % at 10 µM; 200,000 tested, 0.03% active; AID 878;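 active means activation of at least 50% relative to the plate's high and low controls in the primary single-dose screen; inactive means activation below 50%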;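 further: compound incubated with DTT at 0.8 mM final as the reducing agent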
S1P3 antagonist: antagonists of human S1P3 receptor; AID 485; 170,000 tested, 0.27% active; inhibition, % at 4.98 µM; CHO S1P3 NFAT-BLA reporter, FRET fluorescence, antagonist mode; Q99500;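 active means inhibition above the plate cutoff, the mean inhibition of test wells on that plate plus 3 SD, cut at about 28% in these data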;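 further: cells challenged with S1P at its EC80 of 0.8 µM; blue over green emission ratio from cleaved BLA substrate after 4 h stimulation; 0% = S1P-stimulated wells and 100% = unstimulated DMSO-only wells; some compounds past the cut are filed as inactive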
Target sequence (Q99500 whole entry, looked up): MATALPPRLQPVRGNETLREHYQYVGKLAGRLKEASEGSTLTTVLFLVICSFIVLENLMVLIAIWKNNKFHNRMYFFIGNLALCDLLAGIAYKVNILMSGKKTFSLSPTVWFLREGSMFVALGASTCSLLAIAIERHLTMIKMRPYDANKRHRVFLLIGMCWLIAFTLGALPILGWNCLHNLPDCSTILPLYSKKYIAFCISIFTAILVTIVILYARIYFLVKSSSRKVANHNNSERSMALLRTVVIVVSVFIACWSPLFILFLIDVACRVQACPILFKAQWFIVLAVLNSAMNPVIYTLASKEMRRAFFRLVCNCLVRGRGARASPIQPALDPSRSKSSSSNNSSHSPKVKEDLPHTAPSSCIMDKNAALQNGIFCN
ROMK primary: modulators of human ROMK potassium channel. Tet-inducible ROMK, thallium flux fluorescence; actives lie on both sides. B-score at 10 µM. 130,000 tested, 2% active;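 active means signal ratio slope over the read window, or its plate-corrected B-score, at least 3 SD from the plate mean, either direction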;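 further: B-score of the F/F0 ratio slope over 7 to 12 s after thallium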
Target sequence (P48048 whole entry, looked up): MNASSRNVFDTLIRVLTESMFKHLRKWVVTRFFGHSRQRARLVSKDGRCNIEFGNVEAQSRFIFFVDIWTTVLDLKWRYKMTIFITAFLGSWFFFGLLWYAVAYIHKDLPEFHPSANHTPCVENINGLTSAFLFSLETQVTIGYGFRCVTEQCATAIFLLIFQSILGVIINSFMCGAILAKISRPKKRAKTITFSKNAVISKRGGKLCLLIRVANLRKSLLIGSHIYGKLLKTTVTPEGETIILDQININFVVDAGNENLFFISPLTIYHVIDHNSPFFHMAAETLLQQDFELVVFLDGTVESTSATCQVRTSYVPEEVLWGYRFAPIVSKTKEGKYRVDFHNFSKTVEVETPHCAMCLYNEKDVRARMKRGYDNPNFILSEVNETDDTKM
RAM inhibit: inhibitors of the yeast RAM network | S. cerevisiae dse1pr::URA3 reporter, 5-FOA growth OD615, 2 d; analog-sensitive cbk1-as2 kinase mutant strain | inhibition, % at 50 µM | 190,000 tested, 1.8% active | AID 868;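 active means inhibition above a set limit, 3 SD over mean compound inhibition, cut at about 8.4% in these data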;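 further: 0% = DMSO-only wells with no growth and 100% = 10 µM 1-NA-PP1 full growth; inhibition rescues growth on 5-FOA so higher OD means more RAM inhibition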
Lmaj promast: reduces viability of Leishmania major promastigotes. resazurin fluorescence viability. inhibition, % at 10 µM. 200,000 tested, 9% active. AID 1063; in the data active means inhibition above about 50%;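 further: promastigotes grown with compound for 44 hours at 28 °C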
Numbers without * were called inactive.

How did COc1ccc(NC(=O)C2CCN(Cc3cnn(-c4ccccc4)c3-n3cccc3)CC2)cc1OC do in these assays?
TR-FRET SRC-2 ct: 1755; bIAP inh: -225; PPARg SRC-1 ag: 9; PPARg SRC-2 ag: 6; HMGR II inh: -2; PPARg SRC-3 ag: -4; DTT redox prof: -0.2; ROMK primary: -1.1; RAM inhibit: 2.0; Lmaj promast: 6

What do the screens show for `O=C(Cn1nc(-c2ccccc2)nc1-c1ccccc1)OC1CCCCC1`?
TR-FRET SRC-2 ct: 1767; bIAP inh: 16; PPARg SRC-1 ag: 2; PPARg SRC-2 ag: 1; HMGR II inh: 4; PPARg SRC-3 ag: 12; DTT redox prof: -0.2; ROMK primary: -0.38; RAM inhibit: 3.0; Lmaj promast: 32

Results for O=C(O)c1sc2ncccc2c1OCc1ccccc1 ?
TR-FRET SRC-2 ct: 1475; bIAP inh: 2; PPARg SRC-1 ag: -3; PPARg SRC-2 ag: 6; HMGR II inh: -2; PPARg SRC-3 ag: 2; DTT redox prof: -0.6; S1P3 antagonist: 3; ROMK primary: 0.013; RAM inhibit: 1.4; Lmaj promast: -6

How did C[n+]1c2n(c3ccccc31)N=C(c1ccc(Cl)cc1)CS2 do in these assays?
TR-FRET SRC-2 ct: 1542; bIAP inh: 26; PPARg SRC-1 ag: 8; PPARg SRC-2 ag: 5; HMGR II inh: 4; PPARg SRC-3 ag: 0; DTT redox prof: 0.5; RAM inhibit: 2.1; Lmaj promast: 86*

What do the screens show for `CCCCNC(=O)C1CCCN(S(=O)(=O)CC)C1` (centres undefined)?
TR-FRET SRC-2 ct: 1589; bIAP inh: -4; PPARg SRC-1 ag: 0; PPARg SRC-2 ag: 1; HMGR II inh: -7; PPARg SRC-3 ag: 3; DTT redox prof: -0.3; S1P3 antagonist: -17; ROMK primary: -0.11; RAM inhibit: 2.1; Lmaj promast: 19

What do the screens show for `Cc1ccnc(SCc2cc(=O)c(OC(=O)c3ccc(Cl)c([N+](=O)[O-])c3)co2)n1`?
TR-FRET SRC-2 ct: 1595; bIAP inh: 9; PPARg SRC-1 ag: 2; PPARg SRC-2 ag: 0; HMGR II inh: -9; PPARg SRC-3 ag: 5; DTT redox prof: -0.2; S1P3 antagonist: -5; ROMK primary: -2.1; RAM inhibit: 2.0; Lmaj promast: 96*

Results for O=C(COc1ccccc1[N+](=O)[O-])N/N=C/c1ccc(O)c([N+](=O)[O-])c1 ?
TR-FRET SRC-2 ct: 1684; bIAP inh: -2; PPARg SRC-1 ag: -4; PPARg SRC-2 ag: 4; HMGR II inh: 2; PPARg SRC-3 ag: -1; DTT redox prof: -1.3; S1P3 antagonist: -11; ROMK primary: 0.23; RAM inhibit: 1.6; Lmaj promast: 0

How did COC(=O)COc1ccc(S(=O)(=O)NCc2ccco2)cc1 do in these assays?
TR-FRET SRC-2 ct: 1470; bIAP inh: 8; PPARg SRC-1 ag: 1; PPARg SRC-2 ag: -6; HMGR II inh: 2; PPARg SRC-3 ag: 2; DTT redox prof: 3.4; S1P3 antagonist: -17; RAM inhibit: 0.6; Lmaj promast: -4

How did BrC(=C\c1ccccc1)/C=N/n1cnnc1 do in these assays?
TR-FRET SRC-2 ct: 1582; bIAP inh: -4; PPARg SRC-1 ag: 10; PPARg SRC-2 ag: 7; HMGR II inh: -2; PPARg SRC-3 ag: 7; DTT redox prof: 0.2; S1P3 antagonist: -6; ROMK primary: -0.56; RAM inhibit: -1.9; Lmaj promast: 100*

Results for Cc1cc(SCC(=O)c2ccc3c(c2)OCO3)nc2ccccc12 ?
TR-FRET SRC-2 ct: 3038*; bIAP inh: 31; PPARg SRC-1 ag: 20*; PPARg SRC-2 ag: 37*; HMGR II inh: -2; PPARg SRC-3 ag: 44*; DTT redox prof: 0.1; ROMK primary: -0.014; RAM inhibit: 8.2; Lmaj promast: 17

What do the screens show for `O=C(O)c1ccc(NC(CSCc2ccccc2F)C(=O)O)c([N+](=O)[O-])c1` (centres undefined)?
TR-FRET SRC-2 ct: 1428; bIAP inh: 23; PPARg SRC-1 ag: -7; PPARg SRC-2 ag: -3; HMGR II inh: -4; PPARg SRC-3 ag: -2; DTT redox prof: 0.2; S1P3 antagonist: -2; ROMK primary: 0.64; RAM inhibit: -0.5; Lmaj promast: -6

Results for Cc1cc[n+]2c3c(cccc13)CCC2 ?
TR-FRET SRC-2 ct: 1410; bIAP inh: 18; PPARg SRC-1 ag: -3; PPARg SRC-2 ag: -3; HMGR II inh: 0; PPARg SRC-3 ag: -5; DTT redox prof: 0.0; ROMK primary: 0.93; RAM inhibit: 1.5; Lmaj promast: 11

What do the screens show for `C/C(=N/NC(=O)CNC(=O)Cc1ccccc1)c1ccco1`?
TR-FRET SRC-2 ct: 1688; bIAP inh: -3; PPARg SRC-1 ag: 7; PPARg SRC-2 ag: -7; HMGR II inh: -4; PPARg SRC-3 ag: 3; DTT redox prof: 0.1; S1P3 antagonist: -10; ROMK primary: -0.01; RAM inhibit: 1.5; Lmaj promast: 63*

How did CCn1c(O)c(N=NC(=O)c2cccs2)c2ccccc21 do in these assays?
TR-FRET SRC-2 ct: 1703; bIAP inh: 2; PPARg SRC-1 ag: 8; PPARg SRC-2 ag: 3; HMGR II inh: -9; PPARg SRC-3 ag: 12; DTT redox prof: -0.5; S1P3 antagonist: -5; ROMK primary: -0.4; RAM inhibit: 1.8; Lmaj promast: 11

What do the screens show for `O=C(c1ccco1)N1CCN(c2nc3ccccc3n3nnnc23)CC1`?
TR-FRET SRC-2 ct: 1458; bIAP inh: 4; PPARg SRC-1 ag: 3; PPARg SRC-2 ag: 4; HMGR II inh: 0; PPARg SRC-3 ag: 0; DTT redox prof: -0.1; S1P3 antagonist: -28; RAM inhibit: 1.2; Lmaj promast: -6

What do the screens show for `Nc1nc2n(n1)C(c1cccs1)CC(c1ccc(F)cc1)N2` (centres undefined)?
TR-FRET SRC-2 ct: 1505; bIAP inh: 0; PPARg SRC-1 ag: -1; PPARg SRC-2 ag: -1; HMGR II inh: 0; PPARg SRC-3 ag: -1; DTT redox prof: 2.9; RAM inhibit: -0.1; Lmaj promast: -2

What do the screens show for `CC(=O)c1ccc(OC(=O)c2ccc(-n3nc(C)cc3C)cc2)cc1`?
TR-FRET SRC-2 ct: 1646; bIAP inh: -17; PPARg SRC-1 ag: -11; PPARg SRC-2 ag: -1; HMGR II inh: -1; PPARg SRC-3 ag: 2; DTT redox prof: -0.5; S1P3 antagonist: -6; ROMK primary: -0.17; RAM inhibit: 0.9; Lmaj promast: 0

How did COc1ccc(Nc2ncnc3c2cnn3Cc2ccccc2)cc1 do in these assays?
TR-FRET SRC-2 ct: 1572; bIAP inh: 6; PPARg SRC-1 ag: 0; PPARg SRC-2 ag: 5; PPARg SRC-3 ag: 0; DTT redox prof: 0.0; ROMK primary: -0.39; Lmaj promast: 0

What do the screens show for `N/C(=N\O)c1ccc(NC(=O)c2cccs2)cc1`?
TR-FRET SRC-2 ct: 1564; bIAP inh: 14; PPARg SRC-1 ag: -4; PPARg SRC-2 ag: 3; HMGR II inh: -6; PPARg SRC-3 ag: 4; DTT redox prof: -2.8; S1P3 antagonist: 6; RAM inhibit: 2.6; Lmaj promast: -10

How did N/C(Cc1ccc(Cl)cc1)=N\OC(=O)C1CCCCC1 do in these assays?
TR-FRET SRC-2 ct: 1292; bIAP inh: 12; PPARg SRC-1 ag: -4; PPARg SRC-2 ag: -2; HMGR II inh: -1; PPARg SRC-3 ag: 0; DTT redox prof: 0.8; S1P3 antagonist: 0; ROMK primary: -2.1; RAM inhibit: -3.2; Lmaj promast: 73*

How did Cc1nn(C)c(C)c1NC(=O)c1cnn2c(C(F)F)cc(-c3ccccc3)nc12 do in these assays?
TR-FRET SRC-2 ct: 1431; bIAP inh: 0; PPARg SRC-1 ag: -2; PPARg SRC-2 ag: -9; HMGR II inh: 0; PPARg SRC-3 ag: -5; DTT redox prof: -0.6; S1P3 antagonist: -5; ROMK primary: 0.32; RAM inhibit: -0.4; Lmaj promast: 0

How did O=C(O)COc1ccc(/C=C2\SC(=Nc3ccccc3)N(c3ccccc3)C2=O)cc1 do in these assays?
TR-FRET SRC-2 ct: 1591; bIAP inh: 0; PPARg SRC-1 ag: 12; PPARg SRC-2 ag: 7; HMGR II inh: 0; PPARg SRC-3 ag: 4; DTT redox prof: 0.4; S1P3 antagonist: -3; ROMK primary: -0.31; RAM inhibit: 7.3; Lmaj promast: -12

Results for CC(C)CCNC(=O)C(c1ccncc1)N(Cc1cccs1)C(=O)Cn1nnc(-c2ccc(F)cc2)n1 (centres undefined) ?
TR-FRET SRC-2 ct: 1447; bIAP inh: 12; PPARg SRC-1 ag: -7; PPARg SRC-2 ag: 4; HMGR II inh: -5; PPARg SRC-3 ag: 6; DTT redox prof: 0.0; RAM inhibit: 1.1; Lmaj promast: 15

Results for COc1ccc(OCCCC(=O)Nc2nncs2)cc1 ?
TR-FRET SRC-2 ct: 1504; bIAP inh: 9; PPARg SRC-1 ag: 4; PPARg SRC-2 ag: -1; HMGR II inh: -2; PPARg SRC-3 ag: 5; DTT redox prof: 2.1; RAM inhibit: 1.1; Lmaj promast: 3

Results for Cc1ccc(OCCCCn2cnc3ccccc32)cc1 ?
TR-FRET SRC-2 ct: 1524; bIAP inh: -2; PPARg SRC-1 ag: 4; PPARg SRC-2 ag: 1; HMGR II inh: 0; PPARg SRC-3 ag: 4; DTT redox prof: -0.2; S1P3 antagonist: -22; ROMK primary: -0.44; RAM inhibit: 0.5; Lmaj promast: 12

How did Cc1ccc(-c2nc(NCc3cccnc3)c3ccccc3n2)cc1 do in these assays?
TR-FRET SRC-2 ct: 1581; bIAP inh: 4; PPARg SRC-1 ag: 6; PPARg SRC-2 ag: 9; HMGR II inh: -1; PPARg SRC-3 ag: 7; DTT redox prof: -0.2; S1P3 antagonist: 8; ROMK primary: 0.35; RAM inhibit: 1.0; Lmaj promast: 83*

What do the screens show for `CS(=O)(=O)N(CC(=O)Nc1ccccc1C(=O)N1CCOCC1)c1ccc2c(c1)OCO2`?
TR-FRET SRC-2 ct: 1526; bIAP inh: -2; PPARg SRC-1 ag: 0; PPARg SRC-2 ag: 2; HMGR II inh: -5; PPARg SRC-3 ag: -6; DTT redox prof: 2.3; S1P3 antagonist: -4; ROMK primary: -0.52; RAM inhibit: 0.8; Lmaj promast: -6
